S-ASM inh = blocks human secretory acid sphingomyelinase. P17405. placental ASM, HMU-PC fluorogenic substrate, 60 min. Potency, µM (titrated, usually from 57.5 µM), for inactives: top-dose activity change, negative = inhibition, actives largely listed as inhibitors. hit rate 0.006% among 340,000; also: potency is read from the fitted curve at half-maximal effect
Target sequence (P17405 47-631 limits assumed): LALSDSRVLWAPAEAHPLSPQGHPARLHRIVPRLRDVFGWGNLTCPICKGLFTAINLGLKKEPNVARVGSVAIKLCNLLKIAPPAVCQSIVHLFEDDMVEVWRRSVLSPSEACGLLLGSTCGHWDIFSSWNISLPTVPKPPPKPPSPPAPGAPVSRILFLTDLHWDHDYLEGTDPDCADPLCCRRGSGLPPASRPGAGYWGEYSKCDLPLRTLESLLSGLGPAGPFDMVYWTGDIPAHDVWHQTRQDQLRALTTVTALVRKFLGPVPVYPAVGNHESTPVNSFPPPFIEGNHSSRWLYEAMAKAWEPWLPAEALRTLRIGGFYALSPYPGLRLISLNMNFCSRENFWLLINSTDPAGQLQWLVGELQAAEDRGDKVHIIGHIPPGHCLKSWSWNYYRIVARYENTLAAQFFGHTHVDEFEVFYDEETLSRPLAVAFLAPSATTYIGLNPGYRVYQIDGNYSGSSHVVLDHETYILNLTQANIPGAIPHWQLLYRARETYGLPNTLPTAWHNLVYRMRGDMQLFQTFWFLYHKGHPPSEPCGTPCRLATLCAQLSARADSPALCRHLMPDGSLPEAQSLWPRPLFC
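qHTS format. ASM enzyme prepared from human placenta hydrolyses the fluorogenic substrate HMU-PC0 (9 uM final) over 60 min at 37 °C after a 10 min compound preincubation.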
Chronic BCR inh = inhibitors of chronic active B-cell receptor signaling | ABC-DLBCL IkBa-CBG/CBR reporter, luminescence ratio, 4 h | Potency, µM (titrated, usually from 46.1 µM), inactives show at the highest dose ratio change, negative = lower green/red ratio, most hits filed as inhibitors | hit rate 0.05% among 340,000 | AID 493014; active = well fitted inhibition curve with a large enough effect in the signal ratio, with a control signal flat, not every such curve was filed as active; inconclusive = small, poorly fitted or top-dose-only effect, or effect the other way, or a change in a side signal; the % refers to the signal ratio;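 also: potency is read from the fitted curve at half-maximal effect; plate controls were basal doxycycline-induced cells for no effect and cells given 10 µM MG132 for full effect; MG132 reads +100%, hits lower the ratio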
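Compounds up to 46 uM were incubated four hours with TMD8 cells whose green CBG68 luciferase is fused to IkappaBalpha; red CBR luminescence normalised the signal, and concentration-effect curves were fitted to fusion, red and ratio data.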
Eya2 inh = Eya2 (human) phosphatase inhibition; O00167; recombinant Eya2, OMFP fluorescence dephosphorylation (OMFP is methylfluorescein phosphate); Potency, µM (doses to about 76.9 µM), without a hit: at the highest dose activity, negative = inhibition, most hits filed as inhibitors; hit rate 0.006% among 330,000; also: potency is read from the fitted curve at half-maximal effect; % is scaled to controls: 0 for no effect and ±100 for the full control effect
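Eya2 protein (added as 0.2 uM solution) was preincubated with compound for 10 min at ambient temperature in 50 mM HEPES pH 7.5, 50 mM NaCl, 5 uM MgCl2, 0.05% BSA, 1 mM DTT. OMFP (added at 50 uM) then reacted 10 min; fluorescence read at 485/525 nm.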
TSG101-PTAP inh = blocks PTAP/TSG101 interaction to inhibit HIV-1 budding; Q99816; Fluorescence polarization, FITC-PTAP peptide / Tsg101 binding; Potency, µM (series often up to 115 µM), for inactives: at the top dose activity change, negative = inhibition, usual class: inhibitors; 340,000 tested, under 10 active; active = well fitted inhibition curve with a large enough effect in the main read-out, with a control signal flat, not every such curve was filed as active; inconclusive = small, poorly fitted or top-dose-only effect, or effect the other way, or a change in a side signal; inactive = no such curve, though single readings can be large or run the other way; also: potency is read from the fitted curve at half-maximal effect; % of control where 0% means no effect
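Tsg101 binding domain (10 uM final) was mixed with compound and a FITC-labeled PTAP peptide (50 nM final) in HEPES pH 7.5 buffer with NaCl, Tween 20, EDTA and TCEP; fluorescence polarization was read after 20 min at r.t.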
AT treatment = potential ataxia-telangiectasia treatment; […] A-T fibroblasts, KAP-1 phosphorylation AlphaLISA; neocarzinostatin DNA damage 30 min before lysis; Potency, µM (series often up to 57.5 µM), without a hit: at the highest dose activation, actives largely listed as activators; hit rate 0.19% among 320,000; AID 485349; also: potency is read from the fitted curve at half-maximal effect; % of control where 0% means no effect; nearly all actives have a fitted effect of over 45% in size
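hTERT-immortalized A-T patient fibroblasts ([…]), 500 cells/well in OPTI-MEM, 1% FBS, got compounds for 60 min, then NCS for 30 min at 37C. Lysates were then assayed for phospho-KAP-1 by AlphaLISA (anti-pKAP1 donor, anti-KAP1 acceptor beads), 6 hr at 25C.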
ELG1 repair inh = ELG1-dependent DNA repair inhibition; HEK293T ELG1-luciferase reporter, luminescence, 16 h; DNA damage induced by 5-fluorouridine; Potency, µM (top dose mostly 46.1 µM), for inactives: top-dose activity change, negative = inhibition, most hits filed as inhibitors; hit rate 2.3% among 330,000; also: potency is read from the fitted curve at half-maximal effect; % is scaled to controls: 0 for no effect and ±100 for the full control effect; nearly all actives have a fitted effect of over 55% in size
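Reporter activity after DNA damage by 5-fluorouridine is monitored. Compound-treated cells incubate 16 hr at 37 °C, then ONE-Glo is added for 30 min before luminescence reading.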
a7 integrin act = activates integrin-mediated alleviation for muscular dystrophy; alpha7betagal myoblasts, beta-gal FDG fluorescence, 48 h; Potency, µM (series often up to 38.3 µM), without a hit: at the top dose activation, hits mostly activators; hit rate 0.064% among 350,000; AID 624291;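 also: potency is read from the fitted curve at half-maximal effect; 100% = response of the positive control SU9516; nearly all actives have a fitted effect of over 60% in size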
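alpha7betagal+/- myoblasts (passage 13, 250/well) treated 48 h at 37C with compounds at 1:260 dilution of DMSO stock. Lysed, then beta-galactosidase activity read as FDG fluorescence (ex 480/em 540) after 30 min, with pre-read for autofluorescence.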
TCR activator = activates T cell receptor signaling | primary human leukocytes, anti-CD3, IL-2 HTRF, 48 h | Potency, µM (series often up to 9.22 µM), for the others: top-dose activation of IL-2 secretion, hits mostly activators | 330,000 tested, under 10 active | AID 504894; also: % of control where 0% means no effect
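48 hr co-incubation of compounds, a-CD3 beads and primary human leukocytes; IL-2 quantified homogeneously by HTRF with anti-IL-2 K and d2 conjugates.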
TSHR antag = antagonists of human thyroid stimulating hormone receptor; P16473; hit rate 0.2% among 330,000; activity change, negative = inhibition, % at 11.5 µM; TSHR-expressing cells, TSH-stimulated cAMP HTRF, 2 h; hits give low values; AID 504810;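 active = activity change below a set negative limit, meaning inhibition stronger than a set level, cut at about -70% in these data; inconclusive = activity change between two set negative limits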; also: % is scaled to controls: 0 for no effect and ±100 for the full control effect
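Antagonism was scored as loss of TSH-driven cAMP in TSHR cells, stimulated with 4nM TSH (EC80) for 2 hours at 37 deg C and detected by homogeneous HTRF competition immunoassay.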
Tb PFK inh = T. brucei PFK enzyme inhibition; Potency, µM (doses to about 57.5 µM), for inactives: at the highest dose activity, negative = inhibition, actives largely listed as inhibitors; O15648; T. brucei PFK, ADP-Glo luminescence; hit rate 0.17% among 330,000;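 also: potency is read from the fitted curve at half-maximal effect; 0% = uninhibited 1x PFK enzyme wells and -100% = no-enzyme wells; nearly all actives have a fitted effect of over 60% in size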
Target sequence (O15648 whole entry, looked up): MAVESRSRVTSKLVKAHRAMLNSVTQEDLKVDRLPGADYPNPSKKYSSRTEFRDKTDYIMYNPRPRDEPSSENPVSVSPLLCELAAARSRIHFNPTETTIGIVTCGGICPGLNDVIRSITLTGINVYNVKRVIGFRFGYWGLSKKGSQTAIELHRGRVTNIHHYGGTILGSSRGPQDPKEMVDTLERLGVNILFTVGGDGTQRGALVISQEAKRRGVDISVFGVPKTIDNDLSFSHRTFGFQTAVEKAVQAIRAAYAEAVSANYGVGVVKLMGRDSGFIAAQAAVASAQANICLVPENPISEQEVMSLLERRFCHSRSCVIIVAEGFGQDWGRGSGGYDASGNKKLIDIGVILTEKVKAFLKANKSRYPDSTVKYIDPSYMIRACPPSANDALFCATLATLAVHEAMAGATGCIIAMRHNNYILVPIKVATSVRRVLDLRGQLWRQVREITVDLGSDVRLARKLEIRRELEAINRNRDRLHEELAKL
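ADP-Glo luminescence quantified ADP after 45 min at room temperature, with 1.25 nM T. brucei PFK, 0.1 mM ATP and 0.5 mM fructose-6-phosphate in pH 8.0 TEA buffer. qHTS titrations up to 57 µM; curves classified by quality.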
Mito fusion yeast = blocks mitochondrial division or promotes mitochondrial fusion; AID 485298; Potency, µM (highest dose often 46.1 µM), inactives show at the highest dose growth rescue (activation), actives largely listed as activators; hit rate 0.23% among 320,000; S. cerevisiae fusion-defective mutant growth rescue, CellTiterGlo 48 h;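 also: potency is read from the fitted curve at half-maximal effect; % of control where 0% means no effect; nearly all actives have a fitted effect of over 45% in size; temperature-sensitive fusion mutants such as fzo1-1 at 37 °C on non-fermentable ethanol glycerol medium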
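Compounds are tested for their ability to restore growth of mitochondrial fusion-defective yeast strains at non-permissive 37C in YPEG medium over 48 hours. Viability is quantified by luciferase luminescence.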
Active calls of the source: *; ? = inconclusive; . = not tested or not shown; & = joins results of further samples; [ ] = remark or other dose. Unless noted, calls follow the shape of the dose curve; as a rule, active = well fitted curve in the direction sought with a large enough effect; inconclusive = small, poorly fitted or top-dose-only effect, or another doubt; inactive = no such curve, though single readings can be large; an effect the other way counts as inactive or inconclusive.

Values run as follows: S-ASM inh	Chronic BCR inh	Eya2 inh	TSG101-PTAP inh	AT treatment	ELG1 repair inh	a7 integrin act	TCR activator	TSHR antag	Tb PFK inh	Mito fusion yeast
Cc1c(CCC(=O)O)c(=O)oc2cc3occ(-c4ccc(F)cc4)c3cc12
  40%[activator]	?	-9%	-10%	-2%	4%	1%	-2%	-13	10%	20%
O=C(NCC(c1ccco1)N1CCCC1)c1cn(-c2ccccc2)nc1-c1ccc(F)cc1 (stereo not given)
  0%	22%	27%	-5%	-4%	?	0%	-3%	10	0%	3%
CC(NS(=O)(=O)/C=C/c1ccccc1)c1ccccc1 (stereo not given)
  -2%	0%	-3%	-6%	11%	-4%	16%	-2%	2	-1%	2%
CC(=O)c1c(C)[nH]c(C(=O)CSc2ncnc3sc(-c4ccccc4)cc23)c1C
  2%	-8%	-1%	-3%	1%	?	-36%	-2%[46.1 µM]	-47	-1%	-2%
COc1ccc(OC)c2c(=O)cc(C(=O)O)[nH]c12
  -1%	3%	-4%	-4%	20%	-1%	5%	1%	15	-6%	0%
Cn1c(SCC(=O)N/N=C/c2ccco2)nc2ccccc21
  2%	-8%	?	-1%	0%	8%	-26%	-5%	1	2%	-1%
O=C1[C@H](c2ccccc2)[C@@H](c2ccccc2)N1c1ccncc1
  -5%	-1%	-9%	-2%	9%	-5%	11%	1%[46.1 µM]	1	0%	.
CCN(CC)CCCNC(=S)N(Cc1cccs1)Cc1cc2cc3c(cc2[nH]c1=O)OCCO3
  41%[activator]	-27%	0%	-2%	-2%	25%	-14%	-4%	-5	1%	-1%
CCN1C(=O)C2(SC(NC(C)=O)=NN2C(C)=O)c2cc(C)cc(C)c21 (stereo not given)
  4%	-3%	1%	-6%	8%	0%	25%	1%[46.1 µM]	4	1%	-2%
O=C(Nc1ccc(F)cc1)c1cccc(N2C(=O)C3C4C=CC(C4)C3C2=O)c1 (stereo not given)
  2%	1%	5%	-3%	7%	-9%	-8%	-3%	-19	-11%	1%
O=S(=O)(Nc1ccc2c(c1)OCCO2)c1cccc2cccnc12
  0%	-3%	2%	1%	0%	13%	-20%	-5%	2	-2%[0.46 µM]	-1%
Cc1ccccc1C(=O)NNC(=O)Cc1cccc2ccccc12
  1%	-14%	-28%	0%	0%	-10%	12%	.	-2	-2%	-2%
O=C(NCCCO)C(=O)NCc1ccccn1
  -1%	-2%	-3%	-2%	4%	15%	22%	6%	52	1%	3%
Cc1nc(NCCc2ccc(F)cc2)c(C#N)c(C)c1[N+](=O)[O-]
  -7%	?	-14%	-2%	-16%	4%	-24%	-5%[46.1 µM]	-22	-4%	0%
COc1ccc(CCC(=O)Nc2ccc3c(c2)OCO3)cc1
  9%	1%	0%	0%	1%	3%	-4%	-1%	-20	0%	2%
Cc1ccc(NC2=Nc3ccccc3N3C2=Nc2c(c(C)nn2-c2ccccc2)C3c2ccc(O)c(O)c2)cc1 (stereo not given)
  102%[activator]	9%	6%	-11%	6%	5%	-61%[inhibitor]	-7%	-20	0%	23%
COc1ccc(CC(=O)Nc2nc3n(n2)C(c2ccccc2)CC(=O)N3)cc1OC (stereo not given)
  3%	-1%	2%	-6%	1%	4%	-10%	-14%	-12	2%	0%
CCn1cc(C(=O)NCc2ccc(OC)cc2OC)c(=O)c2ccc(C)nc21
  .	-18%	6%	.	-4%	-22%	.	.	-6	1%	-1%
COc1ccc(S(=O)(=O)NCC2CCCN(Cc3ccccc3C)C2)cc1 (stereo not given)
  -1%	4%	-11%	-8%	-3%	7%	22%	3%	-1	-5%	-4%
COc1ccc2ccccc2c1/C=N/NC(=O)c1cc(C)[nH]n1
  7%	-1%	-1%	-3%	1%	0%	0%	8%	-7	-2%	-1%
C=CCC1CCCC(=O)N2CCCC12 (stereo not given)
  0%	-1%	-5%	-10%	15%	11%	-20%	-1%[46.1 µM]	-15	2%	.
COc1ccc(OC)c(NC(=O)C(C)N2c3cccc4cccc(c34)S2(=O)=O)c1 (stereo not given)
  5%	2%	-8%	-6%	-9%	7%	-9%	-7%	-10	-1%	2%
CCN(CC(=O)NC(C)C)C(=O)Cc1ccc(C)c(C)c1
  -2%	3%	-20%	-1%	0%	-9%	7%	-7%	9	-2%	-3%
CCOC(=O)CNC(=O)c1c2c(nc3ccccc13)CCCC2
  -1%	8%	-29%	0%	-3%	-1%	-7%	-40%	2	1%	1%
O=C(COc1ccccc1)N/N=C/c1ccc([N+](=O)[O-])o1
  3%	?	-23%	-2%	3%	?	-43%	5%[46.1 µM]	14	0%	-1%
COc1ccc(CCn2c(=O)c3cccnc3n(Cc3ccc([N+](=O)[O-])cc3)c2=O)cc1OC
  0%	-1%	14%	-2%	3%	16%	?	4%	10	2%	-4%
COC(=O)c1ccccc1NC(=O)Cn1nnc(-c2ccc(OC)cc2)n1
  -7%	?	-2%	-5%	15%	?	7%	5%[46.1 µM]	-7	1%	-4%&-5%
CCCN(CC(=O)Nc1ccccc1OC)C(=O)Cn1[nH]c(=O)c2ccccc2c1=O
  0%	0%	-7%	-7%	1%	20%	21%	4%	6	-2%	-5%
COc1cccc(CNC(=O)CSc2ccc(-c3cccs3)nn2)c1
  -1%	0%	3%	0%	7%	8%	7%	1%	-8	-1%	1%
CCOc1ccc(C(=O)COC(=O)c2cccc(-n3cnnn3)c2)cc1
  -3%	2%	-7%	0%	1%	?	22%	.	-6	-3%	-1%
CNC(=S)N(CCc1c(C)[nH]c2ccc(OC)cc12)Cc1ccco1
  0%	?	-6%	-5%	6%	-23%	7%	-2%	-11	0%	-4%
Nc1nc(-c2ccc(Oc3ccccc3)cc2)c(CC(=O)O)s1
  5%	0%	13%	0%	2%	?	-18%	-6%	-7	-6%	16%
Cc1cc(C)cc(-n2ncc3c2CCCC3NC(=O)C2CCC2)c1 (stereo not given)
  2%	?	-4%	-4%	-1%	?	-41%[inhibitor]	-1%	-4	-4%	4%
Cc1ccc(C2(c3ccc(C)cc3)NC(=O)N(Cc3c(C)noc3C)C2=O)cc1
  -13%	-22%	-21%	5%	15%	?	3%	-2%	4	12%	-11%
CCOC(=O)C1CCCN(S(=O)(=O)c2ccc(F)c(C(=O)Nc3ccc(F)c(F)c3)c2)C1 (stereo not given)
  -2%	?	-6%	-10%	-8%	?	10%	4%	-12	2%	1%
CCOC(=O)N1CCN(CC(O)COc2cc(C)ccc2C(C)C)CC1 (stereo not given)
  6%	-7%	0%	-5%	1%	2%	11%	17%[46.1 µM]	6	0%	4%
CCc1ccccc1N(CC(=O)NC1CCCCC1)C(=O)CNC(=O)c1ccco1
  1%	4%	2%	-4%	-1%	1%	2%	-5%	20	1%	1%
CC(C)(C)c1cnnn1-c1ccc(C=O)cc1
  1%	-1%	8%	-4%	5%	-1%	-8%	2%[46.1 µM]	28	-4%	0%
Cc1cccc(Cn2c(CN3CCN(Cc4ccccc4)CC3)nc3c2c(=O)[nH]c(=O)n3C)c1
  1%	-22%	-42%	1%	1%	?	17%	3%	-7	-2%	7%
Cc1cc(-c2ccccc2)nc(N(C)NC(=O)c2cccc(C(F)(F)F)c2)c1S(C)(=O)=O
  -11%	-7%	28%	-4%	.	-13%	14%	-3%	0	4%	4%

Bioassay records deposited in PubChem BioAssay by National Center for Advancing Translational Sciences (NCATS).
